Source: PubChem BioAssay (National Center for Advancing Translational Sciences (NCATS))
Tb PFK inh = inhibitors of T. brucei phosphofructokinase | hit rate 0.17% among 330,000 | Potency, µM (series often up to 57.5 µM), inactives show at the top dose activity, negative = inhibition, usual class: inhibitors | O15648 | T. brucei PFK, ADP-Glo luminescence;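 also: potency is read from the fitted curve at half-maximal effect; 0% = uninhibited 1x PFK enzyme wells and -100% = no-enzyme wells; nearly all actives have a fitted effect of over 60% in size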
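Compounds were pin-transferred as a titration series up to 57 uM into substrate buffer (0.5 mM F6P, 0.1 mM ATP, pH 8.0), then 1.25 nM PFK was added and reactions ran 45 min before ADP-Glo detection.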
Giardia killer = kills Giardia lamblia; Giardia lamblia trophozoite viability; activity change, % at 7.66 µM, hits read low; hit rate 0.15% among 340,000; in the data active = activity change below about -80%; inconclusive = between about -30% and that limit;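 also: parasites exposed to compound for two days anaerobically before the ATP read; % is scaled to controls: 0 for no effect and ±100 for the full control effect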
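Compounds were tested on trophozoites seeded at 100 cells/well and held 48 hrs at 37 deg C anaerobically. An ATP-based luminescent kit measured the remaining live cells.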
NPC1 promoter act = NPC1 promoter activation. Potency, µM (top dose mostly 9.22 µM), for inactives: at the highest dose activation, hits mostly activators. AID 485313. hit rate 2.4% among 320,000. Huh7 NPC1 promoter luciferase reporter, 24 h;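 also: potency is read from the fitted curve at half-maximal effect; % of control where 0% means no effect; nearly all actives have a fitted effect of over 60% in size; reporter is driven by a mutant NPC1 promoter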
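Readout is luciferase luminescence, reflecting NPC1 promoter activation in stably transfected Huh7 cells after 24 h compound exposure at 37 °C in reduced-serum medium with 10% FBS.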
Rab9 prom act = Rab9 promoter activation | hit rate 2.8% among 320,000 | Potency, µM (series often up to 9.22 µM), without a hit: at the highest dose activation, negative = inhibition, actives largely listed as activators | Huh7 Rab9 promoter-luciferase reporter, luminescence, 24 h | AID 485297; also: potency is read from the fitted curve at half-maximal effect; % of control where 0% means no effect; nearly all actives have a fitted effect of over 60% in size
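Huh7 cells stably carrying a Rab9 promoter-luciferase reporter, 1500 cells per well in OP-MEM I with 10% FBS, treated with compound 24 hours at 37C. Luciferase activity read by luminescence after 10 minutes with Amplite reagent.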
KCNH2 3.1 inh = inhibitors of human KCNH2 3.1 potassium channel isoform; U2OS KCNH2 3.1, thallium flux FluxOr; hits give low values; activity change, % (tested at about 1.8 µM); hit rate 0.95% among 340,000; AID 720553;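 active = maximum activity change below -70%; inconclusive = maximum activity change from -70% to -50%; inactive = maximum activity change above -50%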;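 also: thallium influx rate constant from kinetic fluorescence after stimulation buffer; % is scaled to controls: 0 for no effect and ±100 for the full control effect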
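Measured as rate of thallium-driven FluxOr signal in transduced U2OS cells carrying the 3.1 channel, read kinetically for 2 min upon stimulation; values are rate constants scaled to DMSO control wells.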
VP16 counter = Gal4-VP16 reporter inhibition counter-screen | Drosophila S2 Gal4-VP16 UAS-luciferase, luminescence, 20 h | Potency, µM (top dose mostly 53.6 µM), without a hit: top-dose activity, negative = inhibition, actives largely listed as inhibitors | hit rate 3.5% among 310,000 | AID 2546;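 also: Gal4-VP16 expression switched on by copper sulfate through the metallothionein promoter; potency is read from the fitted curve at half-maximal effect; % is scaled to controls: 0 for no effect and ±100 for the full control effect; nearly all actives have a fitted effect of over 50% in size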
ELG1 genotoxic = induces genotoxicity in HEK293T cells with luciferase-tagged ELG1; HEK293T ELG1-luciferase reporter, luminescence, 16 h; Potency, µM (titrated, usually from 46 µM), inactives show top-dose activity change, positive = activation, most hits filed as activators; hit rate 1.3% among 330,000; AID 504466; also: potency is read from the fitted curve at half-maximal effect; % of control where 0% means no effect; nearly all actives have a fitted effect of over 60% in size
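Quantitative HTS format in 1536-well plates. HEK293T ELG1-luciferase reporter cells receive test compound and are incubated 16 hr at 37 °C, 5% CO2; ONE-Glo added, 30 min room temperature, then luminescence read.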
FBPA coupling cs = counter-screen for Giardia aldolase inhibitors: coupling enzyme system; coupling enzyme system counterscreen, AmpLite Red fluorescence; activity change, negative = inhibition, % at 58.2 µM, hits read low; hit rate 0.67% among 290,000; in the data active = activity change below about -30%; also: % is scaled to controls: 0 for no effect and ±100 for the full control effect
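Fluorescence at 525 nm excitation and 598 nm emission measured inhibition of the coupled detection system without aldolase. Compounds (at 57.5 uM final) were preincubated 10 min at room temperature with coupling enzyme reagent before a 20 min substrate/AmpLite Red step.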
RORgamma inh = ROR gamma (mouse) transcription inhibition; Drosophila S2 Gal4-RORgamma UAS-luciferase reporter, 20 h; hit rate 5.4% among 310,000; Potency, µM (highest dose often 53.6 µM), for inactives: top-dose activity change, negative = inhibition, most hits filed as inhibitors; P51450; also: potency is read from the fitted curve at half-maximal effect; % is scaled to controls: 0 for no effect and ±100 for the full control effect; nearly all actives have a fitted effect of over 60% in size
Target sequence (P51450 whole entry, looked up, the tested form may be a part): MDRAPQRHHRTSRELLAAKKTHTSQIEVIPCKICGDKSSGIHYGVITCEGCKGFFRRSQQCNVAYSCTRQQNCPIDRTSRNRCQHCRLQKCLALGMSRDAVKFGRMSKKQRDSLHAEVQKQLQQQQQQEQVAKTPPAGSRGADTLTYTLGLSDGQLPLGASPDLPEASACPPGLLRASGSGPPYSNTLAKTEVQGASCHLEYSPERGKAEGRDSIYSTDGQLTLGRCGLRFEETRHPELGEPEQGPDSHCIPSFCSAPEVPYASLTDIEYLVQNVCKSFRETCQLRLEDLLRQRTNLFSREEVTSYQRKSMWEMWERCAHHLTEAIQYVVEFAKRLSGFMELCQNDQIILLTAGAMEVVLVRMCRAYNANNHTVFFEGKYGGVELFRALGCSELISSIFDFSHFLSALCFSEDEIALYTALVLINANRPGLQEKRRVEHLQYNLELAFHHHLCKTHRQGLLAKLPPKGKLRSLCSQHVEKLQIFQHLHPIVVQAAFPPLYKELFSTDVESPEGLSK
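Stable Schneider cell line, Gal4 DNA-binding domain fused to ROR gamma, UAS-luciferase. Cmpd 1 hr RT → CuSO4 700 uM final → 20 hr RT → luciferase reagent 10 min → luminescence.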
uPA generation = blocks generation of uPA at the cell surface; cell surface uPA generation assay, qHTS; hit rate 0.31% among 330,000; Potency, µM (titrated, usually from 38.3 µM), for inactives: at the top dose activity change, negative = inhibition, actives largely listed as inhibitors; active = well fitted inhibition curve with a large enough effect; inconclusive = small, poorly fitted or top-dose-only effect; inactive = no such curve, though single readings can be large or run the other way; tested in mouse RAW 264.7 cells; also: potency is read from the fitted curve at half-maximal effect; % is scaled to controls: 0 for no effect and ±100 for the full control effect; nearly all actives have a fitted effect of over 55% in size
FLuc modulator = firefly luciferase modulation, counter-screen for miR-21 project. P08659. purified FLuc, Km substrates, luminescence inhibition. hit rate 6.9% among 360,000. Potency, µM (titrated, usually from 57.5 µM), inactives show top-dose activity change, negative = inhibition, actives largely listed as inhibitors;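 also: potency is read from the fitted curve at half-maximal effect; plate controls were vehicle for no effect and reference inhibitor for full effect; nearly all actives have a fitted effect of over 55% in size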
Target sequence (P08659 whole entry, looked up): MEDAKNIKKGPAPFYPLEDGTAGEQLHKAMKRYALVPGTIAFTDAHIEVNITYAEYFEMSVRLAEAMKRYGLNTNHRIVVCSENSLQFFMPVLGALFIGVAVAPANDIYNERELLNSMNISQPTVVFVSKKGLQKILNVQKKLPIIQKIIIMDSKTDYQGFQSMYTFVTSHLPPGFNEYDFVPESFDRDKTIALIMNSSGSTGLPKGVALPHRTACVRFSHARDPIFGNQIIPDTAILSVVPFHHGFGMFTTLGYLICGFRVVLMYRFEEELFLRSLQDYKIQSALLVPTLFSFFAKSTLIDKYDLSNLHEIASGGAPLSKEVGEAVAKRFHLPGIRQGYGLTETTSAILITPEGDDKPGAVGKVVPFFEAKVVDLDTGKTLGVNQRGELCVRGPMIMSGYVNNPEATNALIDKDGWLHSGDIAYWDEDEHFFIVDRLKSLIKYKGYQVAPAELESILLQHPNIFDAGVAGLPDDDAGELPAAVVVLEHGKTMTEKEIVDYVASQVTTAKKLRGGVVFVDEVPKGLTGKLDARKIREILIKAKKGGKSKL
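Purified P. pyralis luciferase (10nM final) with 10uM D-luciferin and 10uM ATP (Km levels) in 50mM Tris acetate pH 7.5, 10mM Mg acetate, 0.01% Tween-20, 0.05% BSA; qHTS 6-point titration, ~60 µM downward; luminescence read.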
The depositor's hits bear a star; u = inconclusive; x = no result given; [ ] = another dose, or the depositor's remark. Unless noted, calls follow the shape of the dose curve; as a rule, active = well fitted curve in the direction sought with a large enough effect; inconclusive = small, poorly fitted or top-dose-only effect, or another doubt; inactive = no such curve, though single readings can be large; an effect the other way counts as inactive or inconclusive.

SMILES	Tb PFK inh	Giardia killer	NPC1 promoter act	Rab9 prom act	KCNH2 3.1 inh	VP16 counter	ELG1 genotoxic	FBPA coupling cs	RORgamma inh	uPA generation	FLuc modulator
CCc1ccccc1NC(=O)C1CCN(C(=O)N2CCOc3ccccc32)CC1	-3%	7	2%	0%	10	-8%	-4%	-1	7%	1%	5%
Cc1ccc(C(=O)NC(=S)Nc2ccccc2N2CCCC2)cc1[N+](=O)[O-]	6%	-10	-2%	-6%	5	u	-1%	-9	u	-11%	2%
COCCNC(=O)/C(C#N)=C/c1c(N2CCN(C)CC2)nc2c(C)cccn2c1=O	14%	16	-8%	0%[1.84 µM]	1	-2%	0%	1	-21%	-12%	6%
CCc1ccc(NC(=O)c2cnn(-c3ccccc3)c2C2CCNCC2)cc1	2%	-7	-5%	6%	16	-10%	-5%	-1	18%	-6%	-4%
c1coc(C2=Nc3cccc4cccc(c34)N2)c1	-5%	7	13%	20%	x	-1%	-5%	0	-4%	-4%	u
Cc1cc(NC(=O)CS(=O)(=O)c2ccc(Cl)cc2)no1	5%	-18	1%	1%	-3	9%	-2%	x	1%	5%	4%
NC(=O)c1cnn(-c2ccc3ccccc3c2)c1N	-5%	12	27%	4µM*	-20	9%	u	-1	u	x	u
O=C(N/N=C/c1c[nH]c2ccccc12)c1ccc(O)c(O)c1	1%	7	-2%	9%	-12	u	0%	-3	0%	1%	2.4µM*
CCOCCCNC(=O)C(NC(=O)c1ccc(=O)[nH]c1)c1ccc(C)cc1 (stereo not given)	3%	25	-4%	-5%	6	-3%	0%	2	-14%	-9%	8%
O=C(CSCC(=O)N1CCCCC1)Nc1nc(-c2ccccc2)c(-c2ccccc2)s1	-7%	9	-8%	-2%	13	0%	0%	0	2%	-5%	-1%
COc1cccc(N2CCN(c3ccc4nnc(CCC(=O)N5CCN(C)CC5)n4n3)CC2)c1	-5%	10	1%	-4%	13	-6%	0%	x	-8%	-9%	2%
COc1cccc(C(=O)Nc2sc3c(c2C#N)CCN(C(C)=O)C3)c1	4%	0	-27%	0%	-7	-5%	u	-14	3%	0.4µM*	15µM*
COc1ccc(-n2nc(C(=O)NCC(=O)N3CCOCC3)c3ccccc3c2=O)cc1Cl	3%	9	-4%	0%	10	0%	0%	2	37%	0%	11µM*
CCN(CC)C(=O)c1cn(CCC#N)nc1-c1ccc2c(c1)OCCO2	-1%	-5	-3%	-1%	7	-5%[10 µM]	-10%	0	9%	0%	-1%
CCOc1ccccc1NC(=O)c1cc2ccccc2oc1=O	0%	7	3.2µM*	1.1µM*	9	-11%	9%	1	1%	0%	-17%
CCC(=O)Nc1sc2c(c1C#N)CCC2	4%	1	1%	-5%	-3	11%	5%	-2	2%	2%	-9%
Cc1nnsc1S(=O)(=O)c1ccccc1	-15%	-12	0%	2%[1.84 µM]	-7	-9%	0%	-4	33%	-1%	2%
O=C(CNC(=O)c1ccccc1)N/N=C/c1cn[nH]c1-c1ccccc1	-1%	10	-2%	-8%	-12	u	0%	0	-14%	4%	0%
COc1cccc(Sc2cc(N3CCOCC3)nc(-c3ccccc3)n2)c1	-4%	-22	-5%	1%	-1	-4%	1%	-2	16%	8%	0%
Cc1cc(/C=C2\SC(=O)N(CC(=O)Nc3ccccc3F)C2=O)c(C)n1C	0%	7	1%	-13%	21	-6%[10 µM]	-7%	1	16%	7%	1%
CSc1nnc(-c2ccccc2)c(-c2ccccc2)n1	3%	-5	-2%	3%	3	1%	-4%	5	0%	8%	0%
N#C/C(=C/c1ccccc1[N+](=O)[O-])C(=O)NCc1ccco1	1%	-5	0%	-2%	-31	u	0%	3	-41%	1%	0%
COc1cccc(N2CCN(C(=S)Nc3ccc(C)cc3C)CC2)c1	1%	12	-4%	0%	-4	-17%	5%	0	5.6µM*	11%	1%
O=C(Nc1ccccc1F)Nc1cc(Cl)ccc1-n1cncn1	-2%	-8	-5%	15%	-5	-5%	-1%	0	3%	-1%	1%
O=C(Nc1nc2c(c(=O)[nH]1)CCCC2)C1CC1	-3%	-1	0%	0%	-21	-3%	-6%	4	1%	5%	0%
S=C(NCc1ccccc1)Nc1ccc(Cl)cc1	-3%	10	0%	-3%	21	u	-5%	1	4.5µM*	2%	u
N#Cc1ccccc1CCN1C(=O)c2ccccc2C1=O	-2%	13	6%	10%	-2	-7%	4%	7	21%[1.91 µM]	-2%	u
Fc1ccc(CO/N=C2\CCCc3nonc32)cc1	0%	-22	14%	28%	4	-21%	-3%	0	50%	4%	u
CN1C(=O)C2(c3ccccc31)N(C)CC(c1ccccc1)C21SC(=S)N(Cc2ccco2)C1=O (stereo not given)	-1%	-23	-9%	-7%	u	0%	-10%	-3	u	x	-1%
O=C(COC(=O)c1nc(Cl)ccc1Cl)NCCc1ccccc1	-13%	-9	12%	8%	-16	x	-1%	x	x	4%	0%
CC1CCN(Cc2ccc(NC(=O)CC3Oc4ccccc4NC3=O)cc2)CC1 (stereo not given)	3%	9	-1%	0%	-19	-9%	1%	-1	-4%	0%	2%
CCCC(=O)Nc1nnc(Sc2ccc(N(C)C)cc2)s1	10%	-27	1%	2%	-4	6%	7%	2	3%	2%	0%
O=C(NCc1ccccc1)C12CC3CC(CC(C3)C1)C2	-6%	16	-2%	29%	-1	4%	-7%	3	4%	0%	-1%
O=C(CN1CCOCC1)Nc1cc(C(F)(F)F)ccc1Cl	-7%	0	-7%	-2%	0	-10%	-3%	2	20%	2%	-6%
CCC(C)(C)n1nnnc1C(c1ccc(F)cc1)N1CCC(C(N)=O)CC1 (stereo not given)	-4%	-6	-4%	-7%	-22	-16%	2%	1	-18%	x	0%
Cc1ccc(CNC(=O)c2ccc(OCC(C)C)cc2)n1C	2%	19	-1%	6%	-28	2%	2%	-3	-13%	-5%	-5%
Cn1c(=O)c(=O)n(C)c2cc(N3CCCC3)c(NS(=O)(=O)c3ccc(Cl)cc3)cc21	-2%	-3	-3%	8%	-14	-8%	0%[9.26 µM]	-17	-25%	-9%	-1%
COc1cccc(CN2CCN(CCCc3ccccc3)C(CCO)C2)c1O (stereo not given)	-4%	7	0%	2%	u	4%	-4%	-5	-16%	16%	2%
O=C(COc1ccc(-n2cnnn2)cc1)Nc1ccc(F)c(Cl)c1	-20%	-5	x	x	-27	x	2%	x	x	1%	x
COc1ccc(C#Cc2ccc3c(c2)c(=O)c2ccccc2n3C)cc1	1%	14	16%	15%	-22	2%	-3%	-9	12%	4%	12µM*
COc1ccccc1Cn1c(-c2ccccc2OC)nc2ccccc21	-4%	7	0%	-1%	6	-2%	-16%	3	u	0%	-9%
CCCCCSc1ncccc1C(=O)O	2%	-5	1%	0%	14	0%	2%	3	10%	8%	-11%
CC(=O)c1noc(C)c1C(=O)Nc1nccs1	1%	3	-2%	-10%	15	-9%	-2%	5	u	-2%	9%
O=C(COc1ccc(C(=O)NCCN2CCOCC2)cc1)Nc1cccc(C(F)(F)F)c1	1%	1	0%	0%	-2	x	-8%	x	x	-4%	-1%
CC(C)C(NS(=O)(=O)c1ccccc1)C(=O)OCC(=O)NNC(=O)c1ccccc1 (stereo not given)	3%	4	1%	-1%	-6	x	2%	x	x	-3%	3%
O=C(O)c1cccc2c1C(=O)N(C1CCCCC1)C2	1%	-8	-1%	2%	-3	2%	-3%	1	-10%	6%	0%
COc1ccc(C2C(C#N)=C(N)Nc3nc4ccccc4n32)cc1 (stereo not given)	-2%	5	1%	-5%	11	-10%	-2%	-1	u	1%	-15%
N#CCC(=O)N/N=C\c1ccccc1OC/C=C/c1ccccc1	-5%	-2	u	25%	-10	-2%	u	x	1%	u	-19%
O=C(NNC(=O)c1ccncc1)c1ccncc1	-2%	-24	2%	-4%	11	7%	-2%	1	1%	x	0%
Cc1ccc(S(=O)(=O)N/N=C\c2cn(CC(N)=O)c3ccccc23)cc1C	4%	-20	0%	-1%	-5	16%	0%	-12	-9%	22%	-12%
More structures follow:
SMILES	Tb PFK inh	Giardia killer	NPC1 promoter act	Rab9 prom act	KCNH2 3.1 inh	VP16 counter	ELG1 genotoxic	FBPA coupling cs	RORgamma inh	uPA generation	FLuc modulator
CCOc1ccc(C(C(=O)Nc2ccc(F)cc2)N(C(=O)Cn2nnc3ccccc32)C2CC2)cc1 (stereo not given)	1%	-5	4%	1%	-7	4%	-1%	-1	33%	-11%	-1%
O=C(NC(=S)Nc1ccc(S(=O)(=O)Nc2nccs2)cc1)c1ccccc1F	7%	0	-5%	1%	-8	4%	19%	6	u	-4%	-5%
C=CCn1c(Cc2ccc(OC)cc2)nnc1SCC(=O)c1cccc([N+](=O)[O-])c1	-6%	-12	4%	-22%	-34	2%	1%	x	0%	-4%	3%
Cc1ccc(CSCC(=O)N(C)CC(=O)Nc2c(Cl)cccc2Cl)cc1	-1%	9	3%	0%	-9	x	-7%	x	x	3%	1%
CCN(CC)c1ccc(NC(=O)COC(=O)Cc2ccsc2)cc1	10%	4	1%	1%	-2	x	0%	x	x	-14%	u
CCNc1nc(SCc2ccccc2)nc(N2CCOCC2)n1	-4%	-1	-4%	-2%	-26	7%	-2%	0	u	13%	5%[2.3 µM]

Compounds were not picked by outcome. Share with any hit: about 14%.
